MIN6 prolif – inducers of beta-cell replication in MIN6 cells; proliferation, % at 10 µM; 330,000 compounds, 0.29% hits; MIN6 cells proliferation, ATPlite luminescence, 48 h; cells starved in 0.2% serum; 100% = growth in 10% serum;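 active means compounds whose signal lies at least 3.5 SD above the mean of all wells on their plate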;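 further: 0% = DMSO-treated cells in low-serum medium and 100% = 10% serum control; some compounds called inactive have numbers as strong as hits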
SENP1 inh – inhibitors of human SENP1 SUMO protease catalytic domain; recombinant SENP1 catalytic domain, CyPet-SUMO1-YPet FRET cleavage; inhibition, % at 10 µM; 360,000 compounds, 0.21% hits;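 active means inhibition at least 30% at 10 µM, raw YFP signal under a set limit, fluorescence ratio 0.5 to 1.5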;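 further: 0% = enzyme with DMSO and 100% = no enzyme wells; some results filed as inactive read as strong as hits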
Target sequence (Q9P0U3 419-644 limits assumed): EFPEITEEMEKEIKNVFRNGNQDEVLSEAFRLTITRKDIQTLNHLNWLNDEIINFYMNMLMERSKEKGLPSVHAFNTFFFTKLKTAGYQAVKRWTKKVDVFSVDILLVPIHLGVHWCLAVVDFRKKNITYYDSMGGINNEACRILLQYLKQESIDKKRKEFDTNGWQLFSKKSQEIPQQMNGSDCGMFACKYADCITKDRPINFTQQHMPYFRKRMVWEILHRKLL
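Controls: no-enzyme wells low, DMSO-plus-enzyme wells high control. Test system: human recombinant His6-tagged SENP1 catalytic domain enzyme. Reagent: SFCypet-SUMO1-SFYpet FRET protein substrate, 25 nM final. Doses: one dose per compound, 10 µM, 0.5% DMSO. Detection: FRET, CFP and YFP emission. Timing: 50 min reaction at room temperature.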
SENP8 block-1 – inhibitors of human SENP8 protease; Q96LD8; AID 2540; purified SENP8, Z-RLRGG-aminoluciferin cleavage, luminescence; 330,000 compounds, 1.2% hits; inhibition, % at 10 µM; in the data active means inhibition above about 50%
Target sequence (Q96LD8 whole entry, looked up): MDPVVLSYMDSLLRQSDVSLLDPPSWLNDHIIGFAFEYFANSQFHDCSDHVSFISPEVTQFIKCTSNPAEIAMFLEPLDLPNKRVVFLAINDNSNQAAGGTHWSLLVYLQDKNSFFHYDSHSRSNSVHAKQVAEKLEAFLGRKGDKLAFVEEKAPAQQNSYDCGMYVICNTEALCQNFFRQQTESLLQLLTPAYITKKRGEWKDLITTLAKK
PfGluPho inh – PfG6PD (Plasmodium falciparum) enzyme inhibition; inhibition, % at 20 µM; PfGluPho enzyme, NADPH resazurin-diaphorase fluorescence; 350,000 compounds, 0.78% hits;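 active means inhibition reaching at least a set limit at 20 µM in the primary screen, cut at about 59% in these data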;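 further: 0% = DMSO wells with substrate and 100% = DMSO wells lacking glucose-6-phosphate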
HKDC1 inhibitor – HKDC1 (human) hexokinase inhibition | recombinant HKDC1, G6PDH/diaphorase resazurin coupled fluorescence | AID 493160 | 340,000 compounds, 0.16% hits | Q2TB90 | inhibition, % at 20 µM;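 active means inhibition above about 35% when tested at 20 µM, limit read from the data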;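 further: plate controls were DMSO wells with enzyme for no effect and DMSO wells lacking enzyme for full effect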
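Assay system: recombinant HKDC1 hexokinase; detection: coupled resazurin fluorescence, excitation 525 nm, emission 613 nm; benchmarks: DMSO-plus-enzyme-mix negative control, buffer-substituted positive control; compound dosing: single 20 µM dose; schedule: 90 min at room temperature in dark; also added: glucose plus 1 mM ATP as hexokinase substrates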
SENP7 block – SENP7 protease inhibition | recombinant SENP7, Z-RLRGG-aminoluciferin luminescence, 40 min | inhibition, % at 5 µM | 330,000 compounds, 1.5% hits | AID 434973;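 active means inhibition above about 50% at the single test dose, limit read from the data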;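 further: plate controls were DMSO with enzyme for no effect and no enzyme buffer wells for full effect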
Target sequence (Q9BQF6 706-1050 limits assumed): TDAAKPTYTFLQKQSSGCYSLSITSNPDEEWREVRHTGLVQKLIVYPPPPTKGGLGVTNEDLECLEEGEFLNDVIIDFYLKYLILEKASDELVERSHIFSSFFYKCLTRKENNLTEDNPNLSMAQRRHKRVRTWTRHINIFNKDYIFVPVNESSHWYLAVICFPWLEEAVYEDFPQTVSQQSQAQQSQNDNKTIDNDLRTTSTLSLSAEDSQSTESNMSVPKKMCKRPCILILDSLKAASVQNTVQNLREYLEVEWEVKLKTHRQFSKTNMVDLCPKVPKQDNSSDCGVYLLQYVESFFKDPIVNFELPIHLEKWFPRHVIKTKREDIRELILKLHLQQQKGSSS
SENP8 block-2 – blocks human SENP8 cleavage of Nedd8 substrate; recombinant SENP8, Nedd8 substrate fluorescence; 360,000 compounds, 0.64% hits; inhibition, % at 20 µM; AID 602440; in the data active means inhibition mostly above about 40%, no sharp cut-off; inactive means mostly below about 27%
UBC13 polyUb – inhibitors of human UBC13 polyubiquitin chain formation; P61088; AID 485273; inhibition, % at 20 µM; 330,000 compounds, 0.47% hits; TR-FRET; in the data active means inhibition above about 45%, passing the limit was not always enough
Target sequence (P61088 whole entry, looked up): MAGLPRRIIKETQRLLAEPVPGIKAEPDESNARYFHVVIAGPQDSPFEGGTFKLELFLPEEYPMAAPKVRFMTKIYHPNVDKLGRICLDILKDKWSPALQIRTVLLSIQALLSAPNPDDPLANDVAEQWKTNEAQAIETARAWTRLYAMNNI
SENP6 block – inhibitors of human SENP6 protease; Recombinant SENP6 catalytic domain, aminoluciferin luminescence; inhibition, % at 10 µM; 330,000 compounds, 1.8% hits;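 active means inhibition above about 50% at the single tested dose, limit read from the data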;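 further: plate controls were DMSO wells with enzyme for no effect and DMSO wells lacking enzyme for full effect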
* = called active by the depositor.

Results for Cc1cc(C)cc(S(=O)(=O)c2cnc3ccccc3n2)c1 ?
MIN6 prolif: -2; SENP1 inh: -1; SENP8 block-1: -10; PfGluPho inh: -29; HKDC1 inhibitor: -6; SENP7 block: -4; SENP8 block-2: 5; UBC13 polyUb: -12; SENP6 block: -10

What do the screens show for `CCn1cc(C(=O)NCCCOC(C)C)c(=O)c2cc(S(=O)(=O)N3CCOCC3)ccc21`?
MIN6 prolif: -1; SENP1 inh: 1; SENP8 block-1: 5; PfGluPho inh: -29; HKDC1 inhibitor: -2; SENP7 block: 6; SENP8 block-2: 15; UBC13 polyUb: -15; SENP6 block: -12

What do the screens show for `Cc1cccc(NS(=O)(=O)c2ccc(C)c(C(=O)NCC(c3ccco3)N3CCCCC3)c2)c1` (stereo not given)?
MIN6 prolif: 0; SENP1 inh: -6; SENP8 block-1: -2; PfGluPho inh: 4; HKDC1 inhibitor: 4; SENP7 block: -1; SENP8 block-2: 0; UBC13 polyUb: -3; SENP6 block: 15

Results for Cc1ccc(NCCC(=O)c2ccc(Br)cc2)cc1 ?
MIN6 prolif: 1; SENP1 inh: -4; SENP8 block-1: -3; PfGluPho inh: 15; HKDC1 inhibitor: -8; SENP7 block: -2; SENP8 block-2: 11; UBC13 polyUb: 1; SENP6 block: -8

What do the screens show for `O=C(NC(Cc1ccccc1)c1ccc2c(c1)OCCCO2)c1ccccc1F` (stereo not given)?
MIN6 prolif: -1; SENP1 inh: 3; SENP8 block-1: 10; PfGluPho inh: 20; HKDC1 inhibitor: -6; SENP7 block: 4; SENP8 block-2: 8; UBC13 polyUb: -4; SENP6 block: 8

What do the screens show for `O=C(Cc1cccc(C(F)(F)F)c1)Nc1cccc(S(=O)(=O)N2CCCC2)c1`?
MIN6 prolif: -4; SENP1 inh: -1; SENP8 block-1: -5; PfGluPho inh: 15; HKDC1 inhibitor: 3; SENP7 block: -9; SENP8 block-2: 2; UBC13 polyUb: 4; SENP6 block: -5

Results for Cc1ccc(C)c(-c2csc(-c3cccnc3)n2)c1 ?
MIN6 prolif: 1; SENP1 inh: 3; SENP8 block-1: -12; PfGluPho inh: -1; HKDC1 inhibitor: 2; SENP7 block: -14; SENP8 block-2: -4; UBC13 polyUb: -8; SENP6 block: -36

How did CN1CCOCCOCCN(C)C1=O do in these assays?
MIN6 prolif: -3; SENP1 inh: 3; SENP8 block-1: -4; PfGluPho inh: 3; HKDC1 inhibitor: -5; SENP7 block: -5; SENP8 block-2: 5; UBC13 polyUb: -7; SENP6 block: -2

How did CCOc1cc(C(N)=O)cc(Br)c1OCC do in these assays?
MIN6 prolif: 2; SENP1 inh: 2; SENP8 block-1: -4; PfGluPho inh: 15; HKDC1 inhibitor: -7; SENP7 block: 0; SENP8 block-2: 5; UBC13 polyUb: -3; SENP6 block: -14

How did CCCOc1ccc2ccccc2c1/C=N/n1c(C)nnc1-n1nc(C)cc1C do in these assays?
MIN6 prolif: 1; SENP1 inh: 1; SENP8 block-1: -1; PfGluPho inh: -36; HKDC1 inhibitor: -35; SENP7 block: 6; SENP8 block-2: -4; UBC13 polyUb: -3; SENP6 block: -2

What do the screens show for `O=C(Cn1c(=O)sc2ccccc21)Nc1ccccc1`?
MIN6 prolif: 1; SENP1 inh: -1; SENP8 block-1: 1; PfGluPho inh: 15; HKDC1 inhibitor: -8; SENP7 block: 0; SENP8 block-2: 29; UBC13 polyUb: 11; SENP6 block: -6

Results for COc1cc(Cl)cc(/C=N/NC(N)=O)c1O ?
MIN6 prolif: -2; SENP1 inh: -72; SENP8 block-1: -2; PfGluPho inh: -4; HKDC1 inhibitor: -10; SENP7 block: 3; SENP8 block-2: -375; UBC13 polyUb: 8; SENP6 block: 25

How did CO/N=C(\Cn1ncc(N2CCCC2)c(Cl)c1=O)c1ccc(Cl)cc1 do in these assays?
MIN6 prolif: -1; SENP1 inh: 0; SENP8 block-1: 0; PfGluPho inh: -8; HKDC1 inhibitor: 7; SENP7 block: 2; SENP8 block-2: 17; UBC13 polyUb: -5; SENP6 block: -15

How did COc1cccc(N(C(=O)c2cccs2)c2nc3ccccc3s2)c1 do in these assays?
MIN6 prolif: -2; SENP1 inh: 0; SENP8 block-1: -1; PfGluPho inh: -14; HKDC1 inhibitor: -8; SENP7 block: 7; SENP8 block-2: 19; UBC13 polyUb: 8; SENP6 block: -16

What do the screens show for `O=C(Cn1c(=O)oc2ccc(Cl)cc21)NC1CCCCC1`?
MIN6 prolif: -2; SENP1 inh: 2; SENP8 block-1: -12; PfGluPho inh: -7; HKDC1 inhibitor: -2; SENP7 block: -11; SENP8 block-2: 4; UBC13 polyUb: 0; SENP6 block: -9

What do the screens show for `O=C(Nc1ccc(/C=C/c2nc3ccccc3o2)cc1)c1ccc(F)cc1`?
MIN6 prolif: -1; SENP1 inh: -24; SENP8 block-1: 3; PfGluPho inh: 1; HKDC1 inhibitor: -5; SENP7 block: 2; SENP8 block-2: inactive; UBC13 polyUb: -3; SENP6 block: 5

How did CSCC[C@H](NC(=O)[C@@H]1Cc2ccccc2CN1)C(=O)NC(C)c1ccccc1 (stereo not given in full) do in these assays?
MIN6 prolif: -5; SENP1 inh: 3; SENP8 block-1: 0; PfGluPho inh: 10; HKDC1 inhibitor: -3; SENP7 block: -5; SENP8 block-2: 4; UBC13 polyUb: 2; SENP6 block: -9

How did Cc1cc(=O)[nH]c(N2CCN(C(c3ccccc3)c3ccccc3)CC2)n1 do in these assays?
MIN6 prolif: -1; SENP1 inh: 2; SENP8 block-1: 4; PfGluPho inh: -21; HKDC1 inhibitor: 0; SENP7 block: 6; SENP8 block-2: 9; UBC13 polyUb: -2; SENP6 block: -8

Results for Nc1nc(N2CCCCC2)nc(N(c2ccccc2)c2ccccc2)n1 ?
MIN6 prolif: -4; SENP1 inh: 0; SENP8 block-1: 5; PfGluPho inh: 13; HKDC1 inhibitor: 5; SENP7 block: -2; SENP8 block-2: 11; UBC13 polyUb: 8; SENP6 block: -1

Results for Cc1cc(C(=O)OCC(=O)N2CCCCCC2)ccc1[N+](=O)[O-] ?
MIN6 prolif: -2; SENP1 inh: 2; SENP8 block-1: -4; PfGluPho inh: 9; HKDC1 inhibitor: -3; SENP7 block: -1; SENP8 block-2: 8; UBC13 polyUb: 0; SENP6 block: -18

What do the screens show for `N=c1n(Cc2ccccc2)c2ccccc2n1CC(O)COc1ccc(Cl)cc1Cl` (stereo not given)?
MIN6 prolif: -5; SENP1 inh: 2; SENP8 block-1: -13; PfGluPho inh: 12; HKDC1 inhibitor: -1; SENP7 block: -5; SENP8 block-2: 12; UBC13 polyUb: 65*; SENP6 block: -17

Results for O=C(NCCc1ccc(F)cc1)c1ccc2nccnc2c1 ?
MIN6 prolif: -3; SENP1 inh: -44; SENP8 block-1: -10; PfGluPho inh: 8; HKDC1 inhibitor: -3; SENP7 block: 7; SENP8 block-2: -87; UBC13 polyUb: -9; SENP6 block: -11

What do the screens show for `CCOC(=O)N1CCC(N(CCN(C)C)C(=S)Nc2ccccc2OC)CC1`?
MIN6 prolif: 0; SENP1 inh: 3; SENP8 block-1: 9; PfGluPho inh: 11; HKDC1 inhibitor: -9; SENP7 block: 14; SENP8 block-2: 16; UBC13 polyUb: -5; SENP6 block: 23

What do the screens show for `CCOC(=O)/C(C#N)=C/c1c(Oc2cccc(C)c2)nc2ccccn2c1=O`?
MIN6 prolif: -2; SENP1 inh: -38; SENP8 block-1: 0; PfGluPho inh: -3; HKDC1 inhibitor: 4; SENP7 block: -9; SENP8 block-2: -137; UBC13 polyUb: -5; SENP6 block: -8

Quoted at random: 2 compounds from above, in no set order.
How did CO/N=C(\Cn1ncc(N2CCCC2)c(Cl)c1=O)c1ccc(Cl)cc1 do in these assays?
MIN6 prolif: -1; SENP1 inh: 0; SENP8 block-1: 0; PfGluPho inh: -8; HKDC1 inhibitor: 7; SENP7 block: 2; SENP8 block-2: 17; UBC13 polyUb: -5; SENP6 block: -15

How did Cc1cc(=O)[nH]c(N2CCN(C(c3ccccc3)c3ccccc3)CC2)n1 do in these assays?
MIN6 prolif: -1; SENP1 inh: 2; SENP8 block-1: 4; PfGluPho inh: -21; HKDC1 inhibitor: 0; SENP7 block: 6; SENP8 block-2: 9; UBC13 polyUb: -2; SENP6 block: -8

Following part:
How did COC(=O)c1ccc(/C=C/C(=O)OCC(=O)Nc2ncc(Cl)cc2Cl)cc1 do in these assays?
MIN6 prolif: -1; SENP1 inh: -16; SENP8 block-1: -13; PfGluPho inh: -9; HKDC1 inhibitor: -2; SENP7 block: -4; SENP8 block-2: -83; UBC13 polyUb: -17; SENP6 block: -6

How did CC1Cc2c([nH]c3ccccc23)C2c3ccccc3CN12 (stereo not given) do in these assays?
MIN6 prolif: 0; SENP1 inh: -37; SENP8 block-1: -12; PfGluPho inh: -9; HKDC1 inhibitor: -3; SENP7 block: -11; SENP8 block-2: -161; UBC13 polyUb: 12; SENP6 block: -10

Results for CCOC(=O)N1CCN(C(=O)CSc2nc(=O)n3ccc(C)cc3n2)CC1 ?
MIN6 prolif: 7; SENP1 inh: -96; SENP8 block-1: 0; PfGluPho inh: 14; HKDC1 inhibitor: -1; SENP7 block: 0; SENP8 block-2: -68; UBC13 polyUb: -1; SENP6 block: 3

What do the screens show for `COc1ccc(NC(=S)N2c3ccccc3CC2C)cc1OC` (stereo not given)?
MIN6 prolif: -2; SENP1 inh: -5; SENP8 block-1: -3; PfGluPho inh: 13; HKDC1 inhibitor: -10; SENP7 block: 6; SENP8 block-2: 8; UBC13 polyUb: -13; SENP6 block: -11

Results for C/C(=N\NC(=O)c1nn(C)c(C)c1Br)c1cccc(NC(=O)c2ccoc2C)c1 ?
MIN6 prolif: 0; SENP1 inh: 0; SENP8 block-1: 1; PfGluPho inh: 0; HKDC1 inhibitor: -1; SENP7 block: -2; SENP8 block-2: 11; UBC13 polyUb: -12; SENP6 block: 11

How did COc1cc(/C=C2\C(=N)N3N=C(N4CCOCC4)SC3=NC2=O)ccc1OC(=O)c1ccccc1 do in these assays?
MIN6 prolif: -4; SENP1 inh: -10; SENP8 block-1: 2; PfGluPho inh: -42; HKDC1 inhibitor: 6; SENP7 block: 5; SENP8 block-2: -12; UBC13 polyUb: -26; SENP6 block: 7

Structures from the list above that contain a furan ring, fused or not:
What do the screens show for `Cc1cccc(NS(=O)(=O)c2ccc(C)c(C(=O)NCC(c3ccco3)N3CCCCC3)c2)c1` (stereo not given)?
MIN6 prolif: 0; SENP1 inh: -6; SENP8 block-1: -2; PfGluPho inh: 4; HKDC1 inhibitor: 4; SENP7 block: -1; SENP8 block-2: 0; UBC13 polyUb: -3; SENP6 block: 15

Results for C/C(=N\NC(=O)c1nn(C)c(C)c1Br)c1cccc(NC(=O)c2ccoc2C)c1 ?
MIN6 prolif: 0; SENP1 inh: 0; SENP8 block-1: 1; PfGluPho inh: 0; HKDC1 inhibitor: -1; SENP7 block: -2; SENP8 block-2: 11; UBC13 polyUb: -12; SENP6 block: 11

Screening data: PubChem BioAssay, Sanford-Burnham Center for Chemical Genomics
